Screening results deposited in PubChem by several laboratories.
OX1R antag-1: human HCRTR1 antagonism; 330,000 tested, 0.43% active; CHO/OX1R cells, Fluo-8 calcium fluorescence, orexin A; AID 434989; inhibition, % at 5 µM;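 active means inhibition above its plate's threshold, mean inhibition of all tested compounds on the plate plus 3 SD, cut at about 37% in these data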;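 further: 0% = orexin A challenge wells and 100% = SB-334867-A antagonist wells; not every result past the cut was called active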
OX1R antag-2: antagonists of human orexin 1 receptor (OX1R); O43613; AID 485270; OX1R-expressing cells, FRET antagonist read-out; 330,000 tested, 1.8% active; inhibition, % at 6.6 µM; in the data active means inhibition mostly above about 38%, no sharp cut-off; inactive means mostly below about 40%;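 further: 0% = agonist challenge alone and 100% = reference antagonist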
CHT PAM: allosterically activates the human high affinity choline transporter. Q9GZV3. CHT-expressing cells, membrane potential dye, choline EC20; hits give high values; LV-AA mutant CHT in HEK293 cells. B-score at 10 µM. 310,000 tested, 0.49% active;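 active means initial fluorescence not abnormally high and integrated response B-score, plate-corrected, over 3 SD above library mean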
Target sequence (Q9GZV3 whole entry, looked up): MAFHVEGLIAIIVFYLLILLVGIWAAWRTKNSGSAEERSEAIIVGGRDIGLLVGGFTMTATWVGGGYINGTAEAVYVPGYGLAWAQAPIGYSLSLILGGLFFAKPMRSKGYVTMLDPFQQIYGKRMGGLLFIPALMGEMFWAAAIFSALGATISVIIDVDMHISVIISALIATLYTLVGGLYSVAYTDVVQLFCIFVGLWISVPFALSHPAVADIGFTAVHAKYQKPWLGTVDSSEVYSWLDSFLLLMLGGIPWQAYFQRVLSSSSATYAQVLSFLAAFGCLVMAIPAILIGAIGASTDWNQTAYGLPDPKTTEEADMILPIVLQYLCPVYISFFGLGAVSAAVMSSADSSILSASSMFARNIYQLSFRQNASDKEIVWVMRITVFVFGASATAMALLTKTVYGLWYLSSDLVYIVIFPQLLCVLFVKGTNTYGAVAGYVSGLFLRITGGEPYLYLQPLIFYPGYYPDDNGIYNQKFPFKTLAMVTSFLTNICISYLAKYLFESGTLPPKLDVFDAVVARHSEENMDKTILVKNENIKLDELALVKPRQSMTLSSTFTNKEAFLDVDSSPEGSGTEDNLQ
* marks the source's active call; other numbers are inactive results; i = inactive; . = not tested or not shown.

Preview, 4 compounds:
SMILES | OX1R antag-1 | OX1R antag-2 | CHT PAM
O=C(c1cccnc1)N1CCC(Oc2ccc(C(=O)N3CCCC(O)C3)cc2)CC1 (centres undefined) | 12.2 | 13.8 | i
COc1ccc(NC(=O)/C=C/c2ccc(Br)o2)cn1 | -10.3 | 16.6 | i
Cc1ccc(N2CC(C(=O)Nc3ccc(S(=O)(=O)Nc4nccc(C)n4)cc3)CC2=O)cc1 (centres undefined) | -12.9 | 23.6 | i
CN(C(=O)CSc1nncn1-c1ccccc1)C1CCS(=O)(=O)C1 (centres undefined) | 12.4 | 9.2 | i

All compounds of this part, from the first entry:
SMILES | OX1R antag-1 | OX1R antag-2 | CHT PAM
O=C(c1cccnc1)N1CCC(Oc2ccc(C(=O)N3CCCC(O)C3)cc2)CC1 (centres undefined) | 12.2 | 13.8 | i
COc1ccc(NC(=O)/C=C/c2ccc(Br)o2)cn1 | -10.3 | 16.6 | i
Cc1ccc(N2CC(C(=O)Nc3ccc(S(=O)(=O)Nc4nccc(C)n4)cc3)CC2=O)cc1 (centres undefined) | -12.9 | 23.6 | i
CN(C(=O)CSc1nncn1-c1ccccc1)C1CCS(=O)(=O)C1 (centres undefined) | 12.4 | 9.2 | i
Cc1nnc(SCC(=O)N/N=C/c2ccc(-c3ccc(C)c(Cl)c3)o2)s1 | -20.7 | 16.6 | i
COc1ccc(S(=O)(=O)Nc2ccc(S(=O)(=O)N3CCCCC3)cc2)cc1C | -6.2 | 13.8 | i
CCOC(=O)c1c(C)[nH]c(C(=O)OCC(=O)N2CCN(S(=O)(=O)c3ccccc3)CC2)c1C | -36.1 | 12.0 | i
CCOC(=O)c1oc2ccccc2c1COC(=O)CNC(=O)c1ccc(C)cc1 | -23.3 | 37.7 | i
COc1ccc(C2/C(=C(/O)c3ccccc3)C(=O)C(=O)N2c2ccccn2)cc1 (centres undefined) | -4.8 | 6.1 | i
O=C(CCCCCCCC(=O)NNC(=O)Nc1ccccc1)NNC(=O)Nc1ccccc1 | -10.0 | 10.6 | i

Quoted from above, 5 compounds:
SMILES | OX1R antag-1 | OX1R antag-2 | CHT PAM
O=C(c1cccnc1)N1CCC(Oc2ccc(C(=O)N3CCCC(O)C3)cc2)CC1 (centres undefined) | 12.2 | 13.8 | i
COc1ccc(NC(=O)/C=C/c2ccc(Br)o2)cn1 | -10.3 | 16.6 | i
Cc1ccc(N2CC(C(=O)Nc3ccc(S(=O)(=O)Nc4nccc(C)n4)cc3)CC2=O)cc1 (centres undefined) | -12.9 | 23.6 | i
CN(C(=O)CSc1nncn1-c1ccccc1)C1CCS(=O)(=O)C1 (centres undefined) | 12.4 | 9.2 | i
Cc1nnc(SCC(=O)N/N=C/c2ccc(-c3ccc(C)c(Cl)c3)o2)s1 | -20.7 | 16.6 | i

Next structures follow.
SMILES | OX1R antag-1 | OX1R antag-2 | CHT PAM
O=C(NCc1ccccc1)Nc1cccn(Cc2cccc(F)c2)c1=O | -4.4 | 37.6 | i
Cn1c(=O)[nH]c(=O)c2c1nc(N1CCCCC1)n2CCSc1nc2ccccc2o1 | -11.3 | 14.7 | i
Nc1nc(SCC(=O)N2N=C(c3ccc(Cl)cc3)CC2c2ccco2)n[nH]1 (centres undefined) | -1.7 | 11.7 | i
Cc1ccc(S(=O)(=O)Oc2ccc(/C=N/N=C3/NC(=O)C(CC(=O)O)S3)cc2)cc1[N+](=O)[O-] (centres undefined) | -12.4 | 15.6 | i
COc1cccc(CC(=O)OCC(=O)NC(C)c2ccc(F)cc2)c1 (centres undefined) | -27.8 | 2.0 | .
Cc1cn[nH]c1 | -0.1 | 5.8 | i
COc1ccc(CCNC(=O)C(=O)NCCCN2CCOCC2)cc1 | -4.3 | 18.5 | i
CC(C)(C)C(=O)Nc1ccccc1C(=O)N1CCCC1 | -6.3 | 37.1 | i
CCCn1c(SCC(=O)NC2CCCCC2)nnc1-c1ccco1 | -13.2 | -5.1 | i
CCOC(=O)C1CN(C(C)(C)C)C(=O)C1=O (centres undefined) | 0.9 | -0.6 | i
CCN(c1ccccc1)S(=O)(=O)c1ccc(Cl)c(NC(=O)CNC(C)c2ccccc2)c1 (centres undefined) | 50.1* | 28.1* | .

Profiles, quoted from the list.
`COc1ccc(C2/C(=C(/O)c3ccccc3)C(=O)C(=O)N2c2ccccn2)cc1` (centres undefined) is listed with OX1R antag-1: -4.8; OX1R antag-2: 6.1; CHT PAM: i
`CCN(c1ccccc1)S(=O)(=O)c1ccc(Cl)c(NC(=O)CNC(C)c2ccccc2)c1` (centres undefined) is listed with OX1R antag-1: 50.1*; OX1R antag-2: 28.1*; CHT PAM: .
